Source: PubChem BioAssay
ELG1 genotoxic: induces genotoxicity in HEK293T cells with luciferase-tagged ELG1; HEK293T ELG1-luciferase reporter, luminescence, 16 h; AID 504466; Potency, µM (highest dose often 46 µM), without a hit: at the top dose activity change, positive = activation, usual class: activators; 1.3% of 330,000 active; further: potency means the concentration at half of the fitted maximal effect; % of control where 0% means no effect; nearly all actives have a fitted effect of over 60% in size
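Cells (2,000/well) expressing the ELG1-luciferase fusion are dosed by pin tool and kept 16 hr at 37 °C, 5% CO2. Signal comes from ONE-Glo luciferase reagent after 30 min at room temperature.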
ELG1 DNA repair: inhibitors of ELG1-dependent DNA repair in HEK293T cells; HEK293T ELG1-luciferase reporter, luminescence, 16 h; DNA damage induced by 5-fluorouridine; AID 504467; 2.3% of 330,000 active; Potency, µM (highest dose often 46.1 µM), for the others: at the highest dose activity change, negative = inhibition, actives largely listed as inhibitors; further: potency means the concentration at half of the fitted maximal effect; on the % scale 0 is the no-effect control and ±100 the full control effect; nearly all actives have a fitted effect of over 55% in size
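Overnight (16 hr) co-exposure of 2,000 cells/well to 5-fluorouridine and compound at 37 °C preceded detection. Luciferase was quantified via ONE-Glo luminescence; loss of signal denotes inhibition.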
VP16 counter: Gal4-VP16 reporter inhibition counter-screen; 3.5% of 310,000 active; Drosophila S2 Gal4-VP16 UAS-luciferase, luminescence, 20 h; Potency, µM (doses to about 53.6 µM), without a hit: at the top dose activity, negative = inhibition, usual class: inhibitors;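 further: Gal4-VP16 expression switched on by copper sulfate through the metallothionein promoter; potency means the concentration at half of the fitted maximal effect; on the % scale 0 is the no-effect control and ±100 the full control effect; nearly all actives have a fitted effect of over 50% in size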
BRCA1 expr up: BRCA1 expression activation | MCF7-BRCA1-FFLuc reporter, luminescence, 48 h; response scale: scaled: vehicle 0%, 10 µM genistein 100% | Potency, µM (highest dose often 46.1 µM), without a hit: at the highest dose activation, most hits filed as activators | 1.1% of 380,000 active; further: potency means the concentration at half of the fitted maximal effect; nearly all actives have a fitted effect of over 80% in size; some results filed as inactive show a strong effect at the top dose
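Cells: MCF7-BRCA1-FFLuc, 2000/well. Exposure: 48 h, 37 °C, 5% CO2. Read: luminescence, 15 min post-substrate. Controls: genistein 10 microM (maximal activation), DMSO (neutral).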
Rab9 prom act: Rab9 promoter activation. Huh7 Rab9 promoter-luciferase reporter, luminescence, 24 h. Potency, µM (top dose mostly 9.22 µM), inactives show at the highest dose activation, negative = inhibition, hits mostly activators. 2.8% of 320,000 active. AID 485297; further: potency means the concentration at half of the fitted maximal effect; % of control where 0% means no effect; nearly all actives have a fitted effect of over 60% in size
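Huh7 cells stably carrying Rab9 promoter–luciferase reporter, plated 1500 cells/well, compound added after 2 h and incubated 24 h at 37 °C; luciferase luminescence then read after 10 min with detection reagent.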
NPC1 prom act: activators of NPC1 promoter; Huh7 NPC1 promoter luciferase reporter, 24 h; Potency, µM (doses to about 9.22 µM), inactives show at the top dose activation, actives largely listed as activators; 2.4% of 320,000 active; AID 485313;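 further: potency means the concentration at half of the fitted maximal effect; % of control where 0% means no effect; nearly all actives have a fitted effect of over 60% in size; reporter is driven by a mutant NPC1 promoter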
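In 1536-well qHTS, Huh7 cells harboring an NPC1 promoter–luciferase construct received compound for 24 h; activation was quantified by luminescence following luciferase reagent addition.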
RORg inh: blocks mouse ROR gamma transcriptional activity; P51450; Drosophila S2 Gal4-RORgamma UAS-luciferase reporter, 20 h; Potency, µM (titrated, usually from 53.6 µM), for the others: at the highest dose activity change, negative = inhibition, most hits filed as inhibitors; 5.4% of 310,000 active; AID 2551; further: potency means the concentration at half of the fitted maximal effect; on the % scale 0 is the no-effect control and ±100 the full control effect; nearly all actives have a fitted effect of over 60% in size
Target sequence (P51450 whole entry, looked up, the tested form may be a part): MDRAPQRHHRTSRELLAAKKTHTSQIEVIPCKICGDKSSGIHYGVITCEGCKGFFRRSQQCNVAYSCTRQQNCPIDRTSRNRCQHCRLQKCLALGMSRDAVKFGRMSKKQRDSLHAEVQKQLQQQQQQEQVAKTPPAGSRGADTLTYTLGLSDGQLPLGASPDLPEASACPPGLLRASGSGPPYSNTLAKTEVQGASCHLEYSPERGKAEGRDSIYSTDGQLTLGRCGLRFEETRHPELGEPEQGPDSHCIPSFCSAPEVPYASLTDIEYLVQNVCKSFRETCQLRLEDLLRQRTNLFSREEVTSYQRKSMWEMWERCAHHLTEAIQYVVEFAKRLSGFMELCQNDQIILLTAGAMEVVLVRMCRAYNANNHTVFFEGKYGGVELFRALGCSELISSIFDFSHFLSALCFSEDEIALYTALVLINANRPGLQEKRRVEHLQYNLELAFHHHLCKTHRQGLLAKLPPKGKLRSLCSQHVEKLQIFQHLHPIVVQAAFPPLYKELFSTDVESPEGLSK
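ROR gamma transcriptional activity was tracked as Gal4-UAS luciferase output in stably transfected Drosophila Schneider cells, with compound added 1 hr before 700 uM copper sulfate induction and a 20 hr ambient-temperature incubation.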
Tb PFK block: inhibitors of T. brucei phosphofructokinase; 0.17% of 330,000 active; Potency, µM (top dose mostly 57.5 µM), inactives show at the top dose activity, negative = inhibition, usual class: inhibitors; T. brucei PFK, ADP-Glo luminescence; O15648;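 further: potency means the concentration at half of the fitted maximal effect; 0% = uninhibited 1x PFK enzyme wells and -100% = no-enzyme wells; nearly all actives have a fitted effect of over 60% in size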
Target sequence (O15648 whole entry, looked up): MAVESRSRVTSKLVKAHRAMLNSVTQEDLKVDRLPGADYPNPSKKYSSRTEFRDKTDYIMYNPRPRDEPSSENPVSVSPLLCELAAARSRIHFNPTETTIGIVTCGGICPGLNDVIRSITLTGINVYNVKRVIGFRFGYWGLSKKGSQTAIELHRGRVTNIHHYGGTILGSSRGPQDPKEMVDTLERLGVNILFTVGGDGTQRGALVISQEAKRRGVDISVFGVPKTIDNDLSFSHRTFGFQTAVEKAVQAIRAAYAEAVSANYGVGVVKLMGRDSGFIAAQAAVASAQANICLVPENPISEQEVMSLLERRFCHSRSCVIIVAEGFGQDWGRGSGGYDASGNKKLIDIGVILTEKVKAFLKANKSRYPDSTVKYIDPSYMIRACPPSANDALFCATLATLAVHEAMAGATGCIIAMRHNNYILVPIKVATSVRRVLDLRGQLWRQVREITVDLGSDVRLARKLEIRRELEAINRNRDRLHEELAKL
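Activity is normalized to no-enzyme wells (full inhibition) and 1.25 nM enzyme wells (no inhibition). Reaction: 0.5 mM F6P, 0.1 mM ATP, 45 min RT, ADP-Glo luminescence; concentration-response curves fitted and classed by quality.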
p53 reactivator: restores transcriptional activity of mutant p53; Potency, µM (series often up to 92.2 µM), inactives show top-dose activity change, positive = activation, actives largely listed as activators; H1299 p53-A138V BP100-luciferase reporter, luminescence, 24 h; AID 504706; 0.063% of 320,000 active; further: potency means the concentration at half of the fitted maximal effect; % of control where 0% means no effect; nearly all actives have a fitted effect of over 45% in size
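p53-null H1299 cells stably carrying temperature-sensitive p53-A138V and a BP100-luciferase reporter were pinned with compounds (4-point, 1:5 series) and held 24 hrs at 37 deg C. Luminescence was read 10 min after detection reagent.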
TRPV1 ag: agonists of human vanilloid receptor 1 (TRPV1); Q8NER1; 0.19% of 320,000 active; TRPV1-expressing cells, Fluo-8 calcium influx, agonist mode; activation, % at 8.33 µM; in the data active means activation above about 80%; inconclusive means between about 30% and that limit; further: 0% is about no effect
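Cells expressing TRPV1 were dye-loaded with Fluo-8 and read kinetically: 10 s baseline, 3 min after compound (agonist portion), then 2 min after EC20 capsaicin (allosteric enhancer portion). Calcium-bound dye fluorescence at 480/520 nm.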
FLuc modulator: inhibits or activates purified firefly luciferase, miR-21 counter-screen | P08659 | purified FLuc, Km substrates, luminescence inhibition | Potency, µM (series often up to 57.5 µM), for the others: at the highest dose activity change, negative = inhibition, hits mostly inhibitors | 6.9% of 360,000 active | AID 588342;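 further: potency means the concentration at half of the fitted maximal effect; plate controls were vehicle for no effect and reference inhibitor for full effect; nearly all actives have a fitted effect of over 55% in size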
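Purified P. pyralis luciferase (10nM final) with 10uM D-luciferin and 10uM ATP (Km levels) in 50mM Tris acetate pH 7.5, 10mM Mg acetate, 0.01% Tween-20, 0.05% BSA; qHTS 6-point titration, ~60 µM downward; luminescence read.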
Numbers without * were called inactive; ? = inconclusive; nt = not tested or not shown. Unless noted, the call rests on the fitted dose curve; in most records, active means well fitted curve in the direction sought with a large enough effect; inconclusive means small, poorly fitted or top-dose-only effect, or another doubt; inactive means no such curve, though single readings can be large; an effect the other way counts as inactive or inconclusive.

SMILES	ELG1 genotoxic	ELG1 DNA repair	VP16 counter	BRCA1 expr up	Rab9 prom act	NPC1 prom act	RORg inh	Tb PFK block	p53 reactivator	TRPV1 ag	FLuc modulator
Cc1nn(-c2ccccc2)nc1C(=O)OCC(=O)N1CCCCC1C (centres undefined)	1%	-18%	nt	20%	nt	nt	nt	-2%	10%	nt	nt
COc1ccc(Cl)cc1NC(=O)CSc1cccc[n+]1[O-]	-1%	17%	nt	-5%	nt	nt	nt	4%	?	nt	nt
O=C(CSc1nnc(SCc2ccccc2Cl)s1)N/N=C/c1c[nH]c2ccccc12	3%	-15%	-38%	-33%	-5%	1%	?	-10%	20%	-6	?
CCOC(=O)N1CCC(N(CCN(C)C)C(=S)Nc2ccccc2OC)CC1	-24%	0%	15%	-28%	21%	-1%	-5%	0%	-1%	7	-2%
COc1ccc(OC)c(/C=N/NC(=O)CCCC(=O)Nc2cccc(Br)c2)c1	-6%	?	-7%	-2%	0%	3%	16%	3%	-7%	15	-6%
CSc1nc2ccsc2c(=O)n1-c1cccnc1	7%	-16%	17%	-13%	-8%	-1%	-6%	-2%	-3%	-2	-2%
CC(C)Oc1cccc(C(=O)Nc2ccccc2N2CCOCC2)c1	-4%	-13%	?	10%	8%	-2%	44%	-1%	-1%	8	?
COCCNC(=S)Nc1ccc(S(=O)(=O)Nc2cnc3ccccc3n2)cc1	2%	1%	0%	-6%	4%	-3%	1%	0%	-3%	-5	?
CC(=O)N1c2c(cc(Br)cc2S(=O)(=O)NCc2cccnc2)CC1C (centres undefined)	1%	-8%	-9%	7%	-1%	-2%	-6%	2%	-3%	5	0%
O=C(CCCN1C(=O)c2ccccc2C1=O)Nc1cccc(S(=O)(=O)NC2=NCCC2)c1	1%	15%	-11%	-8%	-10%	0%	7%	-1%	-4%	1	-3%
CC(=O)N=C1SC2CS(=O)(=O)CC2N1c1cccc(Cl)c1Cl (centres undefined)	0%	-3%	-2%	-6%	4%	10%	-11%	0%	-3%	-2	4%
COC(=O)c1ccc(NC(=O)C(=O)N2CCN(C(=S)Nc3cccc(C)c3C)CC2)cc1	0%	-13%	-9%	3%	-6%	-3%	-10%	0%	-4%	4	5%
CC(C)C(=O)N/N=C/c1ccc(OCc2ccccc2)cc1	4%	2%	-3%	?	1%	2%	28%	-1%	5%	nt	-14%
COc1ccc(S(=O)(=O)NC2CCCC2)cc1Cl	9%	-1%	3%	-1%	-5%	-5%	-2%	4%	16%	5	4%
CC(=O)c1c(NC(=O)c2ccccc2)[nH]c(-c2ccccc2)nc1=S	-2%	?	8.9µM*	-30%	28%	7%	3.2µM*	2%	-2%	-1	?

Some of the entries so far, bar-delimited:
Structure | ELG1 genotoxic | ELG1 DNA repair | VP16 counter | BRCA1 expr up | Rab9 prom act | NPC1 prom act | RORg inh | Tb PFK block | p53 reactivator | TRPV1 ag | FLuc modulator
CC(=O)N=C1SC2CS(=O)(=O)CC2N1c1cccc(Cl)c1Cl (centres undefined) | 0% | -3% | -2% | -6% | 4% | 10% | -11% | 0% | -3% | -2 | 4%
COC(=O)c1ccc(NC(=O)C(=O)N2CCN(C(=S)Nc3cccc(C)c3C)CC2)cc1 | 0% | -13% | -9% | 3% | -6% | -3% | -10% | 0% | -4% | 4 | 5%
CC(C)C(=O)N/N=C/c1ccc(OCc2ccccc2)cc1 | 4% | 2% | -3% | ? | 1% | 2% | 28% | -1% | 5% | nt | -14%

Additional compounds.
SMILES	ELG1 genotoxic	ELG1 DNA repair	VP16 counter	BRCA1 expr up	Rab9 prom act	NPC1 prom act	RORg inh	Tb PFK block	p53 reactivator	TRPV1 ag	FLuc modulator
CCCCOc1ccc(-c2nnn(C(C)C(=O)OCC)n2)cc1 (centres undefined)	11%	12%	14%	4%	4%	1%	41%	3%	5%	22	?
COc1ccccc1OCCC(=O)OCC(=O)c1c(N)n(C)c(=O)n(C)c1=O	-1%	9%	-11%	-28%	0%	0%	2%	-6%	-2%	1	4%
CCN1CCN(c2cc(C)c3cc(NC(=O)CCC(=O)N4CCN(c5ccccc5)CC4)ccc3n2)CC1	-3%	-19%	0%	-22%	2%	-5%	1%	-1%	5%	-1	?
C=CCC1Cc2c(cccc2[N+](=O)[O-])C(CC=C)N1 (centres undefined)	0%	16%	-4%	-1%	1%	-1%	-1%	2%	-1%	1	0%
Cc1ccc(-c2nc3ccccc3c(=O)n2NC(=O)c2cccs2)cc1	0%	19%	0%	-21%	0%	4%	38%	-4%	-6%	10	-4%
COc1ccc(Cc2nc(-c3ccc(Br)o3)no2)cc1OC	6%	?	4%	7%	?	13%	?	3%	18%	nt	?
CC(C)C(=O)N1CCN(c2ccc(NC(=O)c3ccc4c(c3)OCCO4)cc2)CC1	1%	17%	-3%	-5%	-4%	-2%	-20%	5%	-1%	0	-2%
COc1ccc(/C=N/NC(=O)C(=O)N2CCCCCC2)cc1[N+](=O)[O-]	12%	?	9%	-36%	-6%	2%	-24%	1%	-6%	0	-3%
CC(c1ccco1)N(C(=O)Nc1ccc(Cl)cc1)c1ccccn1 (centres undefined)	0%	7%	4%	34%	2%	-2%	30%	-14%	1%	8	?
COc1ccc(CCNC(=O)C(NS(=O)(=O)c2cccc3nsnc23)C(C)C)cc1OC (centres undefined)	-1%	-8%	-8%	-13%	-4%	2%	-3%	1%	4%	0	2%
COc1ccc(N(CC(=O)N/N=C/c2ccco2)S(=O)(=O)c2ccccc2)cc1	-8%	-16%	1%	-5%	-9%	0%	1%	?	-14%	0	0%
Cn1nccc1C(=O)NC(=S)Nc1cc(Cl)cc(Cl)c1	2%	-16%	13µM*	-14%	-7%	-5%	2.5µM*	-8%	0%	14	0%
CC(=O)Nc1sc(C)c(C)c1C(=O)Nc1ccc(C)cc1	5%	18%	13%	-4%	-2%	-1%	30%	1%	-1%	9	3%
C/C(=N\NC1=NCCN1)c1ccc(N)c([N+](=O)[O-])c1	3%	?	?	2%	-1%	-2%	?	-3%	7%	8	-3%
O=C(O)c1ccccc1C(=O)NNc1ccc(Cl)cc1	10%	0%	-3%	0%	2%	2%	37%	0%	-2%	nt	0%
COC(=O)c1ccccc1Sc1c(/C=N/OCc2ccc(Cl)cc2)c(C(F)(F)F)nn1C	8%	-9%	-4%	-26%	-4%	-5%	1%	-7%	10%	-3	0%
CN1CCC(=NNC(=O)C(=O)Nc2ccc(F)cc2)CC1	?	?	8%	57%	?	0%	39%	-1%	4%	3	-18%
CCC(C)[C@H]1CNCCN1CC1(c2ccccc2)CC1 (some centres undefined)	-1%	-5%	nt	-5%	5%	-3%	nt	-7%	4%	4	1%
Cc1cccc(C(=O)NC2CC(C)(C)NC(C)(C)C2)c1	0%	8%	7%	11%	-1%	-1%	-16%	-7%	-3%	0	1%
NNC(=O)CN1C(c2ccccc2Br)=Nc2ccc(Br)cc2C1c1ccccc1 (centres undefined)	0%	6%	?	-29%	-2%	-3%	-41%	0%	-20%	5	-1%
CCCOc1ccc(N2C(=O)CC(N(CCc3ccc(OC)cc3)C(=O)c3cccc(F)c3)C2=O)cc1 (centres undefined)	-9%	?	14%	-56%	-1%	0%	-6%	-4%	?	0	0%
CCOC(=O)C1(Cc2ccccc2C)CCCN(Cc2cc(OC)c(O)c(OC)c2)C1 (centres undefined)	-1%	9%	24%	-4%	-7%	0%	?	-2%	5%	2	7%

Limited to VP16 counter, TRPV1 ag and FLuc modulator (7 entries from above):
SMILES	VP16 counter	TRPV1 ag	FLuc modulator
COC(=O)c1ccccc1Sc1c(/C=N/OCc2ccc(Cl)cc2)c(C(F)(F)F)nn1C	-4%	-3	0%
CN1CCC(=NNC(=O)C(=O)Nc2ccc(F)cc2)CC1	8%	3	-18%
CCC(C)[C@H]1CNCCN1CC1(c2ccccc2)CC1 (some centres undefined)	nt	4	1%
Cc1cccc(C(=O)NC2CC(C)(C)NC(C)(C)C2)c1	7%	0	1%
NNC(=O)CN1C(c2ccccc2Br)=Nc2ccc(Br)cc2C1c1ccccc1 (centres undefined)	?	5	-1%
CCCOc1ccc(N2C(=O)CC(N(CCc3ccc(OC)cc3)C(=O)c3cccc(F)c3)C2=O)cc1 (centres undefined)	14%	0	0%
CCOC(=O)C1(Cc2ccccc2C)CCCN(Cc2cc(OC)c(O)c(OC)c2)C1 (centres undefined)	24%	2	7%
